All columns: NCI-60 one-dose screen, growth in % after 48 h at 10 µM unless noted; 100 = growth as untreated, 0 = no growth, -100 = all killed.
NCI-H522 = NCI-H522 lung cancer. 78,000 tested, 8% active
COLO 205 = COLO 205 colon cancer; 79,000 tested, 7.3% active; AID 1794742
NCI-H322M = NCI-H322M lung cancer | 80,000 tested, 2.7% active
HCT-15 = HCT-15 colon cancer; 82,000 tested, 5.2% active
NCI-H23 = NCI-H23 lung cancer. 80,000 tested, 4% active. AID 1794731
NCI/ADR-RES = NCI/ADR-RES ovarian cells; 81,000 tested, 4.4% active
NCI-H226 = NCI-H226 lung cancer; AID 1794732; 79,000 tested, 3.5% active
HCT-116 = HCT-116 colon cancer | 82,000 tested, 7.3% active
NCI-H460 = NCI-H460 lung cancer | AID 1794736 | 82,000 tested, 6.8% active
Starred values were filed as active, the others as inactive; . = not tested or not shown. The calls were made as follows: active = growth percent below 10; inactive = the rest.

SMILES	NCI-H522	COLO 205	NCI-H322M	HCT-15	NCI-H23	NCI/ADR-RES	NCI-H226	HCT-116	NCI-H460
CC(NC(C(=O)c1ccccc1)c1ccccc1)c1ccccc1 (stereo not given)	100	100	113	100	98	95	97	99	114
O=C(CSc1nnc2sc(Nc3ccc(C(F)(F)F)cc3)nn12)c1ccc(F)cc1	80	112	92	93	82	100	93	85	100
CCCCCCCCCCCCCCCCNC(=S)N/N=C/c1cccc(OC)c1OC	86	109	112	85	97	95	98	90	105
COc1ccc2c(C)cc(=O)oc2c1OCC(O)CN1CCOCC1 (stereo not given)	.	107	96	108	97	99	103	108	109
COc1ccc2[nH]c(O)c(N=Nc3nc(-c4cc5ccccc5oc4=O)cs3)c2c1	100	106	104	94	89	92	94	96	106
COc1ccc(-n2nnc(C(=O)NCCc3c[nH]c4ccc(F)cc34)c2C)cc1	76	111	101	104	98	106	98	94	100
O=C(NNC(=S)Nc1ccccc1)c1ccc2nc(-c3ccc([N+](=O)[O-])cc3)[nH]c2c1	93	117	106	102	99	98	100	102	103
COc1ccc2nc(NC(=O)CSc3nc(C)c(C)n3Nc3ccccc3)sc2c1	89	105	106	84	95	85	82	95	105
COc1ccc(-c2nc3ccc(-c4nnc(SCC(=O)Nc5ccc(/C(C)=N\O)cc5)o4)cc3[nH]2)cc1	40	107	47	93	43	108	77	70	59
C#CCNC(=O)[C@]12CCC(C)(C)C[C@H]1C1=CC[C@@H]3[C@@](C)(CCC#N)[C@H](C(=C)C)CC[C@@]3(C)[C@]1(C)CC2	64	68	77	33	58	62	76	27	67
O=C(/C=N/O)c1ccccc1	111	122	111	98	97	106	102	97	113
CC(C)Sc1nc(Nc2ccccc2)c(C#N)c(-c2ccccc2)n1	74	112	84	68	72	74	87	73	93
COc1ccc(C(C(=O)NCc2ccccc2)N(Cc2ccc(C)o2)C(=O)CNC(=O)OC(C)(C)C)cc1OC (stereo not given)	89	106	99	108	95	91	104	101	108
CCOC1=CC(=[N+]2CCCC2)CC(C)(C)C1	130	104	105	100	104	99	97	99	104
CCNC(=O)Oc1ccc(/C(=C(/C)c2ccc(Cl)cc2)c2ccc(OCCN3CCCCCC3)cc2)cc1	82	-74*	76	-32*	22	38	81	-80*	-62*
Clc1nc2ccc(Br)cc2cc1Cn1nnc(Cc2ccccc2)n1	92	102	.	99	86	99	86	82	85
C[N+](C)(C)CC(=O)N/N=C/c1cccc(O)c1	79	119	124	103	103	102	108	111	118
CCCCOc1ccc(CCO)cc1	92	117	96	99	108	110	96	102	101
CCN(CC)c1ccc2[nH]c3c(C(N)=O)cc(=O)c(=O)c=3oc2c1	-40*	1.2*	-9.4*	1.7*	-28*	-0.3*	7.5*	-11*	-32*
CCC(C)CC(C)/C(O)=C1/C(=O)NC(C(O)c2ccc(O)cc2)C1=O (stereo not given)	102	113	131	102	102	100	96	104	101

Among those listed so far, these contain two or more sulfur atoms.
SMILES	NCI-H522	COLO 205	NCI-H322M	HCT-15	NCI-H23	NCI/ADR-RES	NCI-H226	HCT-116	NCI-H460
O=C(CSc1nnc2sc(Nc3ccc(C(F)(F)F)cc3)nn12)c1ccc(F)cc1	80	112	92	93	82	100	93	85	100
COc1ccc2nc(NC(=O)CSc3nc(C)c(C)n3Nc3ccccc3)sc2c1	89	105	106	84	95	85	82	95	105

Limited to COLO 205 (6 entries from above):
Structure | COLO 205
CCOC1=CC(=[N+]2CCCC2)CC(C)(C)C1 | 104
CCCCOc1ccc(CCO)cc1 | 117
CCN(CC)c1ccc2[nH]c3c(C(N)=O)cc(=O)c(=O)c=3oc2c1 | 1.2*
CC(C)Sc1nc(Nc2ccccc2)c(C#N)c(-c2ccccc2)n1 | 112
CCNC(=O)Oc1ccc(/C(=C(/C)c2ccc(Cl)cc2)c2ccc(OCCN3CCCCCC3)cc2)cc1 | -74*
O=C(/C=N/O)c1ccccc1 | 122

Next part.
SMILES	NCI-H522	COLO 205	NCI-H322M	HCT-15	NCI-H23	NCI/ADR-RES	NCI-H226	HCT-116	NCI-H460
CN1C(=O)C(=Cc2cn(Cc3cccc4ccccc34)c3ccccc23)C(=O)N(C)C1=O	107	100	90	87	82	84	75	79	56
Cn1cc(/C=C2\SC(=S)N(CCCC(=O)NCCc3c[nH]c4ccccc34)C2=O)c2ccccc21	88	83	72	78	88	83	69	85	93
CN1CCCNCC1	92	106	104	107	107	103	99	97	113
O=C1c2ccccc2CC1CN1CCCCC1 (stereo not given)	98	102	113	103	113	105	103	101	112
C=C1CCC2C3(C)COC(c4ccc(F)cc4)OC3CCC2(C)C1CC(O)C1=CCOC1=O (stereo not given)	-28*	23	82	2.0*	51	0.7*	58	-50*	94
O=C1Nc2ccccc2[C@@H]2C[C@H](O)CCN12	95	114	108	109	103	99	108	107	110
CCOc1cc(C)c2cc(Cc3ccc4nc(OCC)cc(C)c4c3)ccc2n1	88	98	106	107	103	107	89	105	101
CC(=O)NC(=O)CC(O)(c1ccccc1)c1ccccc1	100	.	93	107	104	107	105	100	106
CN(C)c1nc(NCCNS(=O)(=O)c2ccc(C(=O)/C=C/c3ccccc3)cc2)nc(N2CCOCC2)n1	67	105	97	-45*	93	82	83	-29*	101
COc1ccc(C2=NN(c3cc(Cl)cc(Cl)c3)C(c3sc(N(C)Cc4ccccc4)nc3Cl)C2)cc1 (stereo not given)	93	103	105	98	87	105	107	81	103

Some of the entries so far, with bars between the fields:
compound | NCI-H522 | COLO 205 | NCI-H322M | HCT-15 | NCI-H23 | NCI/ADR-RES | NCI-H226 | HCT-116 | NCI-H460
CCOc1cc(C)c2cc(Cc3ccc4nc(OCC)cc(C)c4c3)ccc2n1 | 88 | 98 | 106 | 107 | 103 | 107 | 89 | 105 | 101
CC(=O)NC(=O)CC(O)(c1ccccc1)c1ccccc1 | 100 | . | 93 | 107 | 104 | 107 | 105 | 100 | 106
CN(C)c1nc(NCCNS(=O)(=O)c2ccc(C(=O)/C=C/c3ccccc3)cc2)nc(N2CCOCC2)n1 | 67 | 105 | 97 | -45* | 93 | 82 | 83 | -29* | 101

More results:
SMILES	NCI-H522	COLO 205	NCI-H322M	HCT-15	NCI-H23	NCI/ADR-RES	NCI-H226	HCT-116	NCI-H460
O=C(c1c2c(nn1-c1ccccc1)CCC(NCCc1ccc(C(F)(F)F)cc1)C2)N1CCCCC1 (stereo not given)	101	91	98	98	99	82	92	79	101
Fc1cc2c(cc1Cl)N(c1ncnc3ccc(-c4cnc5cnccn45)cc13)CC2	83	121	81	99	83	87	93	84	99
Clc1cc(Cl)c2nc(-c3ccc(-c4ccc(/C=N/NC5=NCCN5)cc4)s3)cn2c1	103	94	99	38	94	98	89	86	99
c1ccc(-c2ccc3c(c2)C2(CCNCC2)CN3)cc1	88	103	102	100	86	94	96	87	96
CC(=O)C1CC2C=CC1CC2 (stereo not given)	85	99	94	108	106	109	98	108	104
COC(CCN1C(=O)c2ccccc2C1=O)C(Br)CC(=O)O (stereo not given)	95	102	110	94	101	107	98	104	109
COC(=O)[C@H](Cc1cnc[nH]1)NC(=O)[C@@H](OC)[C@@H]1Cc2cc3cc(OC4CC(OC5CC(O)C(O)C(C)O5)C(O)C(C)O4)c(C)c(O)c3c(O)c2C(=O)[C@H]1OC1CC(OC2CC(OC3CC(C)(O)C(O)C(C)O3)C(O)C(C)O2)C(O)C(C)O1 (stereo not given in full)	16	24	78	95	34	106	50	41	38
O=C1Nc2c(ccc(Cl)c2Cl)/C1=C/c1ccc(O)cc1	64	99	107	91	87	97	90	73	94
COc1ccc(-c2nc(NC(=O)c3cc(OC)c(OC)c(OC)c3)n[nH]2)cc1	98	114	.	105	100	99	104	94	97
COc1cc(Cl)cc(-c2nn(-c3cccc(NC(=O)c4cc(C(F)(F)F)cc(C(F)(F)F)c4)c3)cc2-c2ccncc2)c1	.	89	80	59	72	68	76	35	41
CCCn1c(O)c(N=Nc2nc(-c3cc4ccccc4oc3=O)cs2)c2ccccc21	66	59	108	98	60	98	99	50	40
CN1CCN(c2nc(NCCCNc3ccnc4cc(Cl)ccc34)c3ccccc3n2)CC1	20	-6.2*	64	53	72	96	70	37	28
CC(=O)c1cc(C(=O)c2ccc3c(c2)Sc2ccccc2N3)c2c(C)cc(C)cn12	-31*	-37*	45	15	27	13	30	3.8*	0.7*
CCN1C(=O)N(CC)C2SC(N/N=C/c3ccccc3)=NC21 (stereo not given)	-34*	-43*	52	17	31	3.9*	43	14	6.0*
FC(F)Oc1ccc(C(Nc2cccc(Cl)c2)c2nnnn2C2CCCCC2)cc1OCC1CC1 (stereo not given)	69	95	88	86	102	91	84	71	74
NC1=NC(=O)C(c2ccccc2)(c2ccccc2)S1	102	117	111	101	106	109	103	106	113
CN1CCN(c2ccc3nc(-c4[nH]ncc4Nc4ncnc5[nH]ccc45)[nH]c3c2)CC1	-4.4*	-60*	1.9*	4.2*	-1.4*	80	-10*	2.2*	21
Nc1cccc2c1C(=O)c1ccccc1C2=O	84	119	95	85	77	88	73	84	105
C=CS(C=C)=NS(=O)(=O)c1ccc(C)cc1	15	68	113	68	74	74	66	60	92
CCOc1ccccc1C(=O)Nc1ccc(Br)cc1	84	92	81	88	78	87	82	91	91

No new results follow: entries from further up.
SMILES	NCI-H522	COLO 205	NCI-H322M	HCT-15	NCI-H23	NCI/ADR-RES	NCI-H226	HCT-116	NCI-H460
CCCn1c(O)c(N=Nc2nc(-c3cc4ccccc4oc3=O)cs2)c2ccccc21	66	59	108	98	60	98	99	50	40
CN1CCN(c2nc(NCCCNc3ccnc4cc(Cl)ccc34)c3ccccc3n2)CC1	20	-6.2*	64	53	72	96	70	37	28

(cont.)
SMILES	NCI-H522	COLO 205	NCI-H322M	HCT-15	NCI-H23	NCI/ADR-RES	NCI-H226	HCT-116	NCI-H460
CCN(CC)c1ccc(C(NCCC(C)C)C(Cl)(Cl)Cl)cc1 (stereo not given)	.	113	99	99	101	103	101	95	102
O=C1c2ccccc2CCC12OC2c1ccncc1 (stereo not given)	101	130	116	100	103	106	.	99	110
Cc1c(Cl)cc(-n2c(=O)c3ccccc3c3ccccc3c2=O)cc1Cl	99	98	87	110	98	102	108	101	111
CC1(C(=O)O)CCC(N)(C(=O)O)C1(C)C (stereo not given)	97	104	108	106	113	118	108	110	117
CN(C)c1ccc([N+](=O)[O-])cc1[N+](=O)[O-]	95	114	99	101	101	107	96	95	106
COc1cc(C2C(C#N)=C(N)Oc3cc(N)ccc32)cc(Br)c1OC (stereo not given)	92	110	.	96	108	114	96	102	109
CC(C)N=C(N)/N=C(\N)Nc1ccc2ccc3ccccc3c2c1	-85*	-92*	-90*	-92*	-88*	41	-68*	3.3*	-58*
CNC1(C(N)=O)CCNCC1	115	154	108	105	104	107	105	97	109
Cc1ccc(C)n1-c1nnc(N2CCCC(C(=O)NCCc3c[nH]c4ccccc34)C2)s1 (stereo not given)	68	98	88	96	99	92	78	92	94
Cn1cc(-c2ccc(-c3cncc(Cl)c3N3CCC4(CC3)CC(=O)NC4=O)cc2)cn1	77	98	99	110	110	94	98	68	103
O=C(O)c1ccc(Nc2ccnc(SCC(=O)c3ccc(Br)cc3)n2)cc1	89	123	99	100	98	102	95	103	106
CC(=O)O[C@]1(C)C[C@H](O)[C@]2(O)C=CO[C@H](O[C@@H]3O[C@H](CO)[C@@H](O)[C@H](O)[C@H]3O)[C@@H]21	95	108	101	99	99	107	97	98	110
CCCCCCCCSc1nnc(-c2c(C)nc3ccc(Cl)cn23)o1	85	111	99	100	80	86	83	87	99
O=[N+]([O-])c1ccc(OCCCOc2ccccc2)c(Cl)c1	72	107	108	.	99	103	108	93	99
Cc1cc2c(C(C)C)c(O)c(O)c(C=NCCCCCCC(=O)O)c2c(O)c1-c1c(C)cc2c(C(C)C)c(O)c(O)c(C=NCCCCCCC(=O)O)c2c1O	9.5*	15	39	16	22	68	75	18	13
Cc1ccc2c(n1)C(=O)C(Oc1ccc(Br)cc1)=CC2=O	-27*	.	100	85	95	96	.	87	99
CCCCN(CCC#N)CCCC	96	118	100	109	115	103	101	112	101

Screening data as filed in PubChem.

Rows were taken by chance; 13% or so of the library scored in one or more.
